Source: PubChem
Myeloid diff MLP: promotes myeloid progenitor differentiation. ER-HoxA9 myeloid progenitors, lysozyme-GFP differentiation, flow cytometry. calls only at 10 µM. 360,000 compounds, 1% hits;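 active means normalized GFP-positive differentiation at or above the plate's own cutoff, the solvent-only control mean plus 3 SD; inconclusive means no clear call, values can overlap the other calls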;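 further: cells exposed to compound for four days before flow analysis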
Myeloid diff MLP GFP+ MAC1+ %: second read-out of Myeloid diff MLP, no call of its own (marks repeat the call); GFP+ MAC1+ double positive, %; measured here: differentiation confirmed by MAC1 staining
* marks the source's active call; other numbers are inactive results; i = inactive; u = inconclusive; x = not tested or not shown; + = active, no number. These rows are one share of the data; rates above refer to the full screens.

SMILES	Myeloid diff MLP	Myeloid diff MLP GFP+ MAC1+ %
O=C(NCc1ccccc1)C1c2ccccc2OCC(=O)N1Cc1ccc2c(c1)OCO2 (stereo not given)	i	1.0
CCOc1ccc(NC(=O)CN(C)C(=O)COc2cccc3c2OC(C)(C)C3)cc1OCC	i	0.9
Cc1ccc2ccc(C(Nc3ccccc3)c3ccc(F)cc3)c(O)c2n1 (stereo not given)	i	3.8
CCNC(=S)Nc1ccc2c(c1)c(=O)n(C)n2-c1ccc(C(C)(C)C)cc1	i	2.3
COc1ccc(N2C(=O)c3ccccc3NC(=O)C2C(=O)Nc2ccc(N3CCOCC3)cc2)cc1 (stereo not given)	i	1.7
Cc1ccc(CNC(=O)c2cc3ccccc3oc2=O)cc1	i	1.7
Cc1c(C(=O)NCc2ccccc2CN2CCCC2)oc2ccc(F)cc12	i	1.0
O=C(CCc1nnc(Cc2c[nH]c3ccccc23)o1)NCCC1CCCCO1 (stereo not given)	+	21.2*
O=C(Nc1ccc(C(=O)N2CCOCC2)cc1)c1ccccc1Cl	i	0.4
CCCC(=O)N1CCC1(C)C(=O)NS(=O)(=O)c1cccc(F)c1 (stereo not given)	i	0.6
COc1ccccc1NC(=O)CSc1nc(=O)n(Cc2ccncc2)c2c1CCCC2	i	0.5
CCN(C(=O)COc1ccc(C)cc1OC)c1cccc2ccccc12	i	0.8
COc1ccc2oc(C(=O)OCC(=O)N3CCCCC3)c(C)c2c1	i	0.8
COc1ccc2cc(/C(C)=N/NC(=O)c3cc(C)oc3C)ccc2c1	i	2.1
CC(C)C[C@H]1CN=C(N(C)C)N1CCc1cccc(F)c1	i	1.9
COc1ccc(C(=O)COC(=O)CNC(=O)c2ccc(Cl)cc2Cl)c(OC)c1	i	0.4
CCCC(C(=O)Nc1ccc(S(=O)(=O)Nc2nccs2)cc1)c1ccccc1 (stereo not given)	i	0.4
CC(=O)Nc1ccc(-c2ccnc3c2CC(C(=O)NCc2ccco2)O3)cc1 (stereo not given)	u	x
CC#CCN(Cc1ccco1)C(=O)C1CCC(=O)N(CCc2cccc(F)c2)C1 (stereo not given)	i	3.2
Cc1ccc2c(c1)[C@H]1[C@H](CO2)[C@H](c2ccccc2)[C@]2(C)C(=O)N(C)CC(=O)N12	i	0.2
C[C@H](O)[C@@H]1C(=O)N2CCc3ccc(-c4cccc(F)c4)cc3[C@@H]2C[C@@H]1N(C)C(=O)Nc1ccccc1	i	0.6
CCc1ccc(NS(=O)(=O)c2cc3c4c(c2)CCN4C(=O)CC3)cc1	i	0.7
CCCCN(C(=O)CCC(=O)OCC(=O)NCc1ccccc1)c1c(N)n(CCC)c(=O)[nH]c1=O	i	0.3
O=C(COC(=O)CCc1ccccc1)NCc1ccccc1	i	0.3
Cc1ccccc1-c1cc2nc(OCC3CCCO3)n(C)c(=O)c2s1 (stereo not given)	i	0.4
COc1cc(C2CC(=O)Oc3cc(O)ccc32)cc(OC)c1OC (stereo not given)	i	2.2
Nc1ncnc2c1ncn2[C@@H]1O[C@H](CNC(=O)[C@H](N)Cc2cccnc2)[C@@H](O)[C@H]1O	i	3.1
O=C(NCCS(=O)(=O)N1CCN(c2cccc(Cl)c2)CC1)C1CC1	i	0.6
Cc1cccc(C)c1NC(=O)C1(C)CCC(=O)N1CCOc1ccccc1 (stereo not given)	i	0.9
COc1cc2c3c(c1OC)-c1cc4c(cc1CC3(C#N)N(C(=O)c1ccccc1)CC2)OCO4 (stereo not given)	i	1.4
COc1ccc(CC(N)c2csc(Nc3ccc(S(C)(=O)=O)cc3)n2)cc1 (stereo not given)	i	0.3
COc1ccc(NC(=O)c2cc(C3CCCCN3S(=O)(=O)c3ccc(C#N)cc3)on2)c(C)c1 (stereo not given)	i	0.9
CCC(=O)N1CCC1(C)C(=O)Nc1ccc(OC(F)F)cc1 (stereo not given)	i	1.3
CSc1ccc(C2=C/C(=C3/SC(=S)NC3=O)c3ccccc3O2)cc1	+	1.0*
CC(=O)c1ccc(OCCCC(=O)NNC(=O)c2ccccn2)cc1	i	0.5
O=C(CNC(=O)c1ccccc1F)OC1CCOC1=O (stereo not given)	i	0.7
CCCCCCn1c(=O)n2n(c1=O)[C@@H]1CN(S(=O)(=O)c3ccc(C)cc3)C[C@]1(O)[C@@H](OC(=O)NC1CC1)C2	i	1.3
CCOc1ccc2nc(SCC(=O)N(CCOC)c3c(N)n(Cc4ccccc4)c(=O)[nH]c3=O)[nH]c2c1	i	0.5
CC1=C(C(=O)N(C)C)CC(CC(=O)NCc2cccc3ccccc23)C(=O)N1CCC1=CCCCC1 (stereo not given)	i	0.9
CC[C@H](C)[C@@H](C(=O)NCCCCCCCCCCC(=O)N1CCNCC1)n1cc(CCCCN=C(N)N)nn1	i	2.3
C[C@H](CO)N1C[C@H](C)[C@@H](CN(C)C(=O)Nc2ccc3c(c2)OCO3)Oc2ccc(NC(=O)Cn3cnnn3)cc2C1=O	i	1.8
C[C@@]12C(=O)N(c3cccc(Cl)c3)C(=O)N1[C@H](c1ccc(Cl)cc1)[C@@H]1C(=O)N(C3CCCCC3)C(=O)[C@@H]12	+	3.6*
CCCCN(C(=O)Cc1ccc2c(c1)OCCO2)c1c(N)n(CC(C)C)c(=O)[nH]c1=O	i	0.8
CC(=O)Nc1cnc(-c2cccc(C(=O)N(C)C)c2)cn1	i	1.3
O=C1c2nccnc2C(=O)N1Cc1ccccc1	i	0.9
CCCCC(=O)NC(c1ccc(OC)cc1)c1ccc2cccnc2c1O (stereo not given)	u	x
Nc1nc2c(ncn2[C@@H]2O[C@H](CNS(=O)(=O)N3CCc4ccccc4C3)[C@@H](O)[C@H]2O)c(=O)[nH]1	i	0.7
Cc1ccsc1C(=O)OCc1nnc(-c2ccccc2)o1	i	1.1

Next section, overlapping the part above by two compounds.
SMILES	Myeloid diff MLP	Myeloid diff MLP GFP+ MAC1+ %
Nc1nc2c(ncn2[C@@H]2O[C@H](CNS(=O)(=O)N3CCc4ccccc4C3)[C@@H](O)[C@H]2O)c(=O)[nH]1	i	0.7
Cc1ccsc1C(=O)OCc1nnc(-c2ccccc2)o1	i	1.1
Cc1c(NC(=O)/C=C/c2cn(-c3ccccc3)nc2-c2ccc(F)cc2)c(=O)n(-c2ccccc2)n1C	i	1.1
O=C(O)C1=C(C2CCCCC2)C(=O)c2ccccc21	i	1.5
CCN1CCN(c2ccc(S(=O)(=O)N3CCOCC3)cc2NC(=O)C(C)Oc2cccc(Cl)c2)CC1 (stereo not given)	i	1.3
CCN1C(=O)C(C)C=C(C)C=C1C (stereo not given)	i	0.2
CC(C)[C@@H]1Cc2[nH][nH]c(=O)c2[C@H](C)O1	i	1.0
CCOC(=O)/C(C#N)=C/Nc1ccccc1NS(=O)(=O)c1ccc2c(c1)OCCO2	i	1.4
C[C@H](CO)N1C[C@H](C)[C@@H](CN(C)Cc2ccc3c(c2)OCCN3C)OCc2cnnn2CCCC1=O	i	1.0
CN(Cc1ccc(F)cc1)C(=O)c1ccc(NS(=O)(=O)c2ccccc2)cc1	i	0.2
CC(=O)c1c(C)[nH]c(C(=O)Nc2cccc(S(=O)(=O)N3CCCC3)c2)c1C	i	1.1
CC(=O)NCCc1nc(-c2ccc(Cl)cc2)no1	i	1.9
Cn1ccc2cc(-c3ccc4ncnc(NCc5cccs5)c4c3)ccc21	i	2.8
C[C@@H]1CN([C@@H](C)CO)C(=O)CCCn2cc(nn2)CO[C@H]1CN(C)S(=O)(=O)c1ccccc1	i	0.6
CC(C)(C)c1ccc(S(=O)(=O)NC(=O)C2(C)CCN2C(=O)Cc2ccccc2Cl)cc1 (stereo not given)	i	1.0
CC(c1ccccc1)N(C)C(=O)CN1CCN(S(=O)(=O)c2ccc3c(c2)OCCCO3)CC1 (stereo not given)	i	0.6
CC(C)(C)[C@@H]1C=C(C(=O)O)O[C@H](OCCCCO)C1	i	1.5
CCN(CC(=O)NCc1cccs1)C(=O)c1cccc(S(=O)(=O)Nc2ccc(C)cc2)c1	i	0.4
COc1ccc(NS(=O)(=O)c2cccc(C(=O)N(C)CC(=O)Nc3ccc(C)cc3)c2)cc1	i	0.4
COc1ccccc1C(=O)NC(CCSC)C(=O)NCC(c1ccccc1OC)N1CCCC1 (stereo not given)	i	0.9
O=C(OCCCc1cc2ccccc2c(=O)o1)c1ccco1	i	1.4
CCN(C[C@H]1N[C@@](C)(C(=O)OC)[C@H]2C(=O)N(C)C(=O)[C@@H]12)S(=O)(=O)c1ccc(C(F)(F)F)cc1	i	1.3
O=C(Nc1ccccc1)C(Cc1ccccc1)c1ccccc1 (stereo not given)	i	0.7
Cc1csc(NC(=O)CSc2[nH]c(=O)ncc2C)n1	i	1.0
CCN1CCN(c2sc(S(=O)(=O)CC)nc2S(=O)(=O)c2ccc(Cl)cc2)CC1	i	1.1
Cc1nnc(SCC(=O)NCCC2=CCCCC2)[nH]c1=O	i	0.9
COC(=O)c1ccc2nc(-c3cccc(Cl)c3)c(Cc3cccc(F)c3)n2c1	i	2.1
Nc1ccc2ccc(O)cc2c1	i	1.6
O=C(CCNC(=O)c1ccc(Cl)cc1)NCCC1=CCCCC1	i	1.2
O=C(Nc1nnc([C@@H]2C[C@H](O)[C@@H](CO)O2)s1)Nc1ccccc1F	i	0.3
CC(=O)c1ccc(S(=O)(=O)N2CCN(C(=O)c3cccc(S(=O)(=O)N4CC(C)OC(C)C4)c3)CC2)cc1 (stereo not given)	i	0.6
CCOC(=O)c1cn(CC)c2cc3c(cc2c1=O)OCO3	i	1.7
CCN(C[C@H]1N[C@@](CC)(C(=O)OC)[C@H]2C(=O)N(C)C(=O)[C@@H]12)C(=O)c1ccc(C(C)(C)C)cc1	i	2.5
COC(=O)c1ccccc1NC(=O)CSc1nc2ccsc2c(=O)n1CCCCC(=O)O	i	2.3
COc1cc(C)c(/C=C/C(C)=C/C=C/C(C)=C/C(=O)O)c(C)c1C	i	1.1
CCN1C(=O)[C@H]2[C@H]3CN=C(SCC4CC4)N3[C@@](Cc3ccccc3)(C(=O)OC)[C@H]2C1=O	i	0.6
O=C(C=Cc1ccc2c(c1)OCO2)c1ccccc1	i	0.9
Cc1cc(C(=O)CCC(=O)N2CCN(S(=O)(=O)c3ccccc3)CC2)c(C)s1	i	0.4

16 structures from above, ordered by formula weight, lowest first.
SMILES	Myeloid diff MLP	Myeloid diff MLP GFP+ MAC1+ %
Nc1ccc2ccc(O)cc2c1	i	1.6
CCN1C(=O)C(C)C=C(C)C=C1C (stereo not given)	i	0.2
CCOC(=O)c1cn(CC)c2cc3c(cc2c1=O)OCO3	i	1.7
Cc1ccc(CNC(=O)c2cc3ccccc3oc2=O)cc1	i	1.7
Cc1nnc(SCC(=O)NCCC2=CCCCC2)[nH]c1=O	i	0.9
CCC(=O)N1CCC1(C)C(=O)Nc1ccc(OC(F)F)cc1 (stereo not given)	i	1.3
O=C(CCNC(=O)c1ccc(Cl)cc1)NCCC1=CCCCC1	i	1.2
CC(=O)c1ccc(OCCCC(=O)NNC(=O)c2ccccn2)cc1	i	0.5
O=C(Nc1ccc(C(=O)N2CCOCC2)cc1)c1ccccc1Cl	i	0.4
O=C(CCc1nnc(Cc2c[nH]c3ccccc23)o1)NCCC1CCCCO1 (stereo not given)	+	21.2*
CCCCN(C(=O)Cc1ccc2c(c1)OCCO2)c1c(N)n(CC(C)C)c(=O)[nH]c1=O	i	0.8
COC(=O)c1ccccc1NC(=O)CSc1nc2ccsc2c(=O)n1CCCCC(=O)O	i	2.3
Nc1nc2c(ncn2[C@@H]2O[C@H](CNS(=O)(=O)N3CCc4ccccc4C3)[C@@H](O)[C@H]2O)c(=O)[nH]1	i	0.7
COc1ccc(N2C(=O)c3ccccc3NC(=O)C2C(=O)Nc2ccc(N3CCOCC3)cc2)cc1 (stereo not given)	i	1.7
CC1=C(C(=O)N(C)C)CC(CC(=O)NCc2cccc3ccccc23)C(=O)N1CCC1=CCCCC1 (stereo not given)	i	0.9
CCN1CCN(c2ccc(S(=O)(=O)N3CCOCC3)cc2NC(=O)C(C)Oc2cccc(Cl)c2)CC1 (stereo not given)	i	1.3

Continuation.
SMILES	Myeloid diff MLP	Myeloid diff MLP GFP+ MAC1+ %
Cc1ccc(-c2ccc(CN3C(CC(C)C)C(=O)N(Cc4cn(CC5CCCCC5)nn4)CCS3(=O)=O)cc2)cc1 (stereo not given)	i	0.8
COc1ccc(CN2C(=O)C(CC(=O)NCCN3CCOCC3)CC(C(=O)N(C(C)C)C(C)C)=C2C)cc1 (stereo not given)	i	0.8
CC(=O)Nc1cc(-c2cccc(F)c2)cn2c(-c3ccccc3)cnc12	i	1.0
CC(C)C1C(=O)N(Cc2cn(CC3CCCCC3)nn2)CCS(=O)(=O)N1Cc1ccc(-c2ccc(F)cc2)cc1 (stereo not given)	i	0.8
Nc1ncnc2c1ncn2[C@@H]1O[C@H](CNCc2cccc(C#Cc3ccccc3)c2)[C@@H](O)[C@H]1O	i	0.4
COc1ccc(C2CC(c3cccs3)=NN2C(=O)CSc2nc(=O)n3cc(C)ccc3n2)cc1 (stereo not given)	i	0.9
CC(=O)Nc1ccc(NC(=O)C(C)OC(=O)CSCc2cccc(Cl)c2)cc1 (stereo not given)	i	0.9
CC(C)C12NC(=O)NC(=O)N1CCS2 (stereo not given)	i	1.0
O=C(COc1ccccc1)NCC(c1ccco1)N1CCN(c2ccccc2)CC1 (stereo not given)	i	1.3
O=[N+]([O-])c1ccc2c(c1)C(=NO)c1cc(Cl)c(Cl)cc1-2	i	1.1
COc1ccc(NS(=O)(=O)c2cc(N)ccc2N2CCCC2)cc1	i	0.6
O=C(COC(=O)/C=C/c1cccc(Br)c1)Nc1ccc(Cl)cn1	i	2.0
CCN(c1ccccc1)S(=O)(=O)c1cc(C(=O)NCc2ccccn2)ccc1C	i	0.6
COc1ccc(CN2C(=O)[C@H]3Cc4c([nH]c5ccccc45)C(C)(C)N3C2=O)cc1	i	1.7
Cc1ccc(S(=O)(=O)N2CCN(C(=O)c3cc(S(=O)(=O)N(C)C)ccc3N3CCCC3)CC2)c(C)c1	i	0.8
COc1cc(C)ccc1S(=O)(=O)NC(=O)C1(C)CCN1C(=O)Cc1ccc(C(C)(C)C)cc1 (stereo not given)	i	0.9
COc1ccccc1Cc1c(-c2ccccc2)nc2ccc(Br)cn12	i	1.0
CCCCC(=O)N(C)c1c(CC)nc2c(OCC(=O)N(C)C)cccn12	i	1.5
